# tim10-1 inh: growth inhibitors of tim10-1 mutant yeast | S. cerevisiae tim10-1 ts strain growth, BacTiter-Glo, 24 h | inhibition, % at 20 µM | hit rate 2.2% among 330,000 | AID 463190;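 active = inhibition of at least 40%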;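 note: mutant grown at 25 °C; 0% = DMSO wells with yeast and 100% = wells holding no yeast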
# mIAP act: increases mouse intestinal alkaline phosphatase activity; hit rate 0.24% among 330,000; muIAP, CDP-Star luminescence, 30 min; hits give high values; 1 = vehicle-only enzyme signal, 0 = enzyme-free wells; AID 2805; activation factor at 10 µM;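 active = activation factor of at least 2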; note: the source names both 10 and 20 µM as test concentration; values of inactives mirror those of a sister screen read the other way
#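 Assay system: mouse IAP enzyme; Reagent: CDP-Star chemiluminescent phosphatase substrate; Compound: DMSO-dissolved test compounds; Incubation: 30 min, room temperature; Technique: luminescence from enzymatic CDP-Star hydrolysis; Controls: DMSO-only wells and no-enzyme negative control.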
# A3G deaminase: APOBEC3G (human) deaminase inhibition. Q9HC16. recombinant A3G, ssDNA deamination FAM/TAMRA fluorescence. inhibition, % at 20 µM. hit rate 0.28% among 330,000;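 active = inhibition of at least 40% at 20 µM, with no more than 30% in the related APOBEC3A deaminase screen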;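 note: plate controls were DMSO wells with A3G for no effect and wells lacking A3G enzyme for full effect; some compounds called inactive have numbers as strong as hits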
# beta cell repl: MIN6 beta-cell proliferation induction; proliferation, % at 10 µM; MIN6 cells proliferation, ATPlite luminescence, 48 h; cells starved in 0.2% serum; 100% = growth in 10% serum; AID 2380; hit rate 0.29% among 330,000;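 active = compounds whose signal lies at least 3.5 SD above the mean of all wells on their plate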;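 note: 0% = DMSO-treated cells in low-serum medium and 100% = 10% serum control; some compounds called inactive have numbers as strong as hits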
# TIM10 inh: growth inhibitors of TIM10 yeast strain | hit rate 1.4% among 330,000 | inhibition, % at 10 µM | S. cerevisiae TIM10 strain growth, BacTiter-Glo luminescence, 24 h | AID 463195;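 active = inhibition of 40% or more at the single tested concentration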;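 note: wild-type TIM10 isogenic control strain grown at permissive 25 °C; 0% = DMSO yeast wells and 100% = minimal medium wells without yeast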
# NLRP3 yeast inh: blocks the NALP3 inflammasome reconstituted in yeast; Yeast reconstituted NLRP3/ASC/caspase-1, beta-gal luminescence, 24 h; inhibition, % at 10 µM; hit rate 0.39% among 330,000; AID 2825;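 active = inhibition of 50% or more; inactive = inhibition below 50%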;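 note: plate controls were induced DMSO wells for no effect and uninduced yeast grown without galactose for full effect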
# mIAP block: blocks mouse intestinal alkaline phosphatase | hit rate 0.2% among 330,000 | purified mouse IAP, CDP-Star luminescence, 30 min | AID 2806 | inhibition, % at 10 µM;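 active = inhibition of at least 40% at 10 µM in the primary screen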;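 note: plate controls were DMSO with enzyme for no effect and no enzyme wells for full effect; values of inactives mirror those of a sister screen read the other way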
# hIAP block: human IAP inhibition. inhibition, % at 10 µM. hit rate 0.12% among 330,000. purified IAP, CDP-Star luminescence, 30 min;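 active = inhibition reaching a set limit with compound at 10 µM in the primary screen, cut at about 35% in these data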;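 note: plate controls were DMSO wells with enzyme for no effect and no-enzyme buffer wells for full effect; values of inactives mirror those of a sister screen read the other way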
# Target sequence (P09923 whole entry, looked up): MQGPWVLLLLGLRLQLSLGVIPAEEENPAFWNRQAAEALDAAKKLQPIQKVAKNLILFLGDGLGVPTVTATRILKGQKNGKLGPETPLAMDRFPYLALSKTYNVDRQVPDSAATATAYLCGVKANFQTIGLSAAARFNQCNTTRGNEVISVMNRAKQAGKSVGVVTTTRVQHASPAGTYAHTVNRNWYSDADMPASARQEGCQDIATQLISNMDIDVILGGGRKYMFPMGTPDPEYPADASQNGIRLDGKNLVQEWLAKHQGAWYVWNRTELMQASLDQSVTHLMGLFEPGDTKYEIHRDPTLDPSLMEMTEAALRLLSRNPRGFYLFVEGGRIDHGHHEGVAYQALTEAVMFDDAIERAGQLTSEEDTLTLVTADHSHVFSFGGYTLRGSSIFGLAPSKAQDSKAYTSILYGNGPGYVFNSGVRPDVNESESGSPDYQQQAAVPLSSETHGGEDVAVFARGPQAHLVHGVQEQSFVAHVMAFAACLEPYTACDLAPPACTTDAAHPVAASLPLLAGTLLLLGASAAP
# A3A deaminase: inhibitors of human APOBEC3A DNA deaminase; P31941; recombinant A3A, FAM/TAMRA ssDNA deamination fluorescence; inhibition, % at 20 µM; hit rate 0.41% among 330,000;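 active = at least 40% inhibition at 20 µM here, with at most 30% in a related deaminase screen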;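 note: plate controls were A3A with DMSO for no effect and wells lacking A3A enzyme for full effect; some results filed as inactive read as strong as hits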
# Target sequence (P31941 whole entry, looked up): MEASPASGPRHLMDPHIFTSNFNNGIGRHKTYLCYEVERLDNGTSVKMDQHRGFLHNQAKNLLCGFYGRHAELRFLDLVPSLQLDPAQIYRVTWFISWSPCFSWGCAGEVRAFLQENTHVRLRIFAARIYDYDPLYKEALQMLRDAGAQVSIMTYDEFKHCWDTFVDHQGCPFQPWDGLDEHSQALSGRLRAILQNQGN
# The depositor's hits bear a star. Compounds as they come; overall some 4.6% were active at least once.
# Codes – A = tim10-1 inh; B = mIAP act; C = A3G deaminase; D = beta cell repl; E = TIM10 inh; F = NLRP3 yeast inh; G = mIAP block; H = hIAP block; I = A3A deaminase
1: O=C(O)CSc1ccc(S(=O)(=O)N2CCCC2)cn1
  A: -5.1	B: 0.989	C: -0.7	D: 0.3	E: 8.3	F: 1.6	G: 1.1	H: 6.0	I: -0.2
2: Nc1ccc(SCC(=O)Nc2cccc([N+](=O)[O-])c2)cc1
  A: 13.0	B: 0.983	C: -4.8	D: -3.2	E: 6.8	F: 1.3	G: 1.7	H: -2.0	I: -2.3
3: Cc1ccc(/C=N/Nc2cc(C)nc(NCc3ccccc3)n2)cc1
  A: -7.9	B: 1.01	C: -3.0	D: -3.4	E: -9.2	F: 41.0	G: -1.1	H: 7.8	I: -1.2
4: CCN(CC)S(=O)(=O)c1cc(C(=O)Nc2ccccc2[N+](=O)[O-])ccc1Cl
  A: 16.3	B: 0.961	C: 3.0	D: 2.6	E: 6.4	F: 14.8	G: 3.9	H: 14.6	I: 1.0
5: CCCOc1ccc(-c2csc3ncn(Cc4ccc(C(=O)O)cc4)c(=O)c23)cc1
  A: 10.3	B: 1.05	C: -9.9	D: 3.4	E: 10.7	F: 9.4	G: -4.6	H: 13.0	I: -0.4
6: CC(C)c1ccc(/C=c2\sc3nc(-c4ccncc4)nn3c2=O)cc1
  A: 49.3*	B: 0.883	C: -3.6	D: -2.6	E: 43.7*	F: 9.0	G: 11.7	H: -12.4	I: 0.5
7: CCOc1ccc(Nc2nc3c(c(=O)[nH]2)CCCC3)cc1
  A: 1.5	B: 0.984	C: -1.9	D: 0.1	E: 6.3	F: -5.9	G: 1.6	H: -6.0	I: -1.6
8: Cc1ccc(OCC(=O)NCCCNC(=O)c2cccnc2)cc1C
  A: -9.7	B: 0.938	C: -3.7	D: -0.1	E: -20.4	F: 2.6	G: 6.2	H: -5.6	I: -3.7
9: CCCN1C(=O)c2ccccc2NC1c1ccc(Cl)c(Cl)c1 (stereo not drawn)
  A: -2.8	B: 1.16	C: -5.6	D: -3.7	E: 9.8	F: 20.1	G: -15.5	H: 13.8	I: -4.5
10: O=C(Cn1cc([N+](=O)[O-])cn1)NCc1ccc(-n2cccn2)cc1
  A: -6.4	B: 0.956	C: -4.7	D: -1.3	E: -16.0	F: 18.7	G: 4.4	H: 2.5	I: -2.1
11: O=C(NCCc1nc2ccccc2[nH]1)/C(=C/c1ccco1)NC(=O)c1ccco1
  A: 6.4	B: 1	C: -4.7	D: -2.5	E: 2.6	F: -1.6	G: -0.2	H: 0.2	I: -0.7
12: O=C(NCCS(=O)(=O)N1CCN(c2ccccc2)CC1)c1ccco1
  A: 0.3	B: 1.02	C: -2.8	D: -3.8	E: 17.9	F: -0.8	G: -1.8	H: -9.6	I: 2.3
13: COc1ccc(CCNC(=O)Cn2nnc(C(=O)Nc3ccc(Br)cc3)c2N)cc1OC
  A: 8.2	B: 0.944	C: -1.7	D: -2.0	E: -6.5	F: 11.6	G: 5.6	H: -10.4	I: 2.2
14: O=C(Nc1ccc([N+](=O)[O-])cc1)c1cccc(S(=O)(=O)Nc2cccnc2)c1
  A: -20.4	B: 0.888	C: -2.7	D: 0.2	E: -20.7	F: 17.0	G: 11.2	H: -7.4	I: 6.0
15: Cc1ccc(S(=O)(=O)NNC(=O)c2cccc(O)c2)cc1
  A: 4.3	B: 0.947	C: -8.6	D: -2.8	E: 2.4	F: 1.4	G: 5.3	H: 10.0	I: -4.1

# A different layout for nine compounds above.
nr	compound	tim10-1 inh	mIAP act	A3G deaminase	beta cell repl	TIM10 inh	NLRP3 yeast inh	mIAP block	hIAP block	A3A deaminase
1	O=C(O)CSc1ccc(S(=O)(=O)N2CCCC2)cn1	-5.1	0.989	-0.7	0.3	8.3	1.6	1.1	6.0	-0.2
2	Nc1ccc(SCC(=O)Nc2cccc([N+](=O)[O-])c2)cc1	13.0	0.983	-4.8	-3.2	6.8	1.3	1.7	-2.0	-2.3
3	Cc1ccc(/C=N/Nc2cc(C)nc(NCc3ccccc3)n2)cc1	-7.9	1.01	-3.0	-3.4	-9.2	41.0	-1.1	7.8	-1.2
4	CCN(CC)S(=O)(=O)c1cc(C(=O)Nc2ccccc2[N+](=O)[O-])ccc1Cl	16.3	0.961	3.0	2.6	6.4	14.8	3.9	14.6	1.0
5	CCCOc1ccc(-c2csc3ncn(Cc4ccc(C(=O)O)cc4)c(=O)c23)cc1	10.3	1.05	-9.9	3.4	10.7	9.4	-4.6	13.0	-0.4
6	CC(C)c1ccc(/C=c2\sc3nc(-c4ccncc4)nn3c2=O)cc1	49.3*	0.883	-3.6	-2.6	43.7*	9.0	11.7	-12.4	0.5
7	CCOc1ccc(Nc2nc3c(c(=O)[nH]2)CCCC3)cc1	1.5	0.984	-1.9	0.1	6.3	-5.9	1.6	-6.0	-1.6
8	Cc1ccc(OCC(=O)NCCCNC(=O)c2cccnc2)cc1C	-9.7	0.938	-3.7	-0.1	-20.4	2.6	6.2	-5.6	-3.7
9	CCCN1C(=O)c2ccccc2NC1c1ccc(Cl)c(Cl)c1 (stereo not drawn)	-2.8	1.16	-5.6	-3.7	9.8	20.1	-15.5	13.8	-4.5

# Remaining list, next part
# Codes – A = tim10-1 inh; B = mIAP act; C = A3G deaminase; D = beta cell repl; E = TIM10 inh; F = NLRP3 yeast inh; G = mIAP block; H = hIAP block; I = A3A deaminase
16: COCC(=O)Nc1ccccc1C(=O)Nc1ccc(OC)cc1
  A: 17.5	B: 0.954	C: -1.3	D: -1.9	E: 13.0	F: 1.8	G: 4.6	H: 12.5	I: -1.0
17: Cc1cc(C(=O)N2CCC(C(=O)O)CC2)c(C(F)(F)F)o1
  A: -3.2	B: 0.94	C: -7.6	D: 1.0	E: 8.7	F: 22.5	G: 6.0	H: -2.3	I: -2.2
18: CC(=O)Nc1ccc(NC(=O)CCn2c(=S)oc3ccccc32)cc1
  A: 6.6	B: 0.915	C: -4.5	D: -2.4	E: -4.4	F: -1.2	G: 8.5	H: 12.9	I: 0.2
19: CC(=O)Nc1ccc(S(=O)(=O)NC2CCS(=O)(=O)C2)cc1Cl (stereo not drawn)
  A: 0.3	B: 1.15	C: -4.7	D: -0.9	E: -7.6	F: -3.3	G: -15.1	H: -4.4	I: -4.6
20: CCS(=O)(=O)Nc1ccc(C2=NN(C(=O)c3ccco3)C(c3ccc(C)cc3)C2)cc1 (stereo not drawn)
  A: 17.8	B: 1.01	C: -4.3	D: -2.6	E: 18.0	F: 6.5	G: -0.7	H: -8.1	I: 0.9
21: COc1ccc(NC(=O)C(=O)NCCCO)cc1Cl
  A: 11.3	B: 0.904	C: -6.5	D: 2.4	E: 2.4	F: 13.1	G: 9.6	H: -13.4	I: -2.4
22: CCOc1cc(/C=N/NC(=O)c2cccnc2)ccc1OCC(=O)N1CCOCC1
  A: -6.4	B: 0.977	C: -4.3	D: 0.0	E: -2.1	F: 12.9	G: 2.3	H: -1.0	I: -0.1
23: C=CCNC(=O)C(C#N)c1nc2ccccc2nc1N1CCN(Cc2ccccc2)CC1 (stereo not drawn)
  A: 5.4	B: 0.961	C: -4.0	D: -6.7	E: 7.2	F: 13.5	G: 3.9	H: 3.3	I: -5.4
24: O=C(CCSc1nc(-c2ccco2)cc(C(F)(F)F)n1)NCC1CCCO1 (stereo not drawn)
  A: 21.1	B: 0.943	C: -1.1	D: 1.2	E: 8.6	F: 8.6	G: 5.7	H: 2.4	I: 1.6

# Screens: PubChem BioAssay, Sanford-Burnham Center for Chemical Genomics
